Screens from PubChem BioAssay.
Growth percent in the NCI-60 one-dose screen (48 h, 10 µM unless noted): 100 = growth as untreated, 0 = no growth, -100 = all killed.
786-0 – 786-0 renal cancer cells. AID 1794775. 81,000 compounds, 5.1% hits
RXF 393 – RXF 393 renal cancer cells | 77,000 compounds, 6.9% hits
A498 – A498 renal cancer cells; 76,000 compounds, 5.4% hits; AID 1794774
TK-10 – TK-10 renal cancer cells | 81,000 compounds, 3.9% hits
U251 – U251 CNS tumor cells. 80,000 compounds, 5.4% hits. AID 1794753
CAKI-1 – CAKI-1 renal cancer. 75,000 compounds, 4.7% hits
ACHN – ACHN renal cancer | 81,000 compounds, 4.9% hits | AID 1794771
SN12C – SN12C renal cancer cells; 81,000 compounds, 3.8% hits; AID 1794767
UO-31 – UO-31 renal cancer; 81,000 compounds, 5.2% hits; AID 1794768
An asterisk follows results filed as active; nt = no result given; & = joins results of further samples. How the source made its calls: active means growth percent below 10; inactive means the rest.

Every second line gives: 786-0	RXF 393	A498	TK-10	U251	CAKI-1	ACHN	SN12C	UO-31
- Cc1ccc(-c2nn(-c3ccccc3)cc2/C=C/c2nnc(-c3ccc(F)cc3)o2)cc1
→ 98	116	108	107	92	92	105	115	91
- CS(=O)(=O)c1ccc(-c2nc3ccccc3n2CC(=O)N/N=C/c2ccc(Cl)cc2)cc1
→ 105	105	76	104	95	92	99	99	67
- O=C1Nc2ccccc2/C1=C/c1ccc(CO)n1-c1ccc(O)cc1
→ 100	nt	107	128	94	93	95	92	64
- CCN(CCO)CC(=O)c1cc(Cl)cc(Cl)c1Cl
→ 98	94	102	87	101	nt	nt	100	94
- CC(=O)O[C@]1(C(C)=O)CC[C@H]2[C@@H]3C[C@H](C(F)(F)F)C4=CC(=O)CC[C@]4(C)[C@H]3CC[C@@]21C
→ 111	97	nt	99	93	123	90	90	62
- COc1ccc(/C=C/C(=O)C(CC2CCC2)C(=O)/C=C/c2ccc(OC)c(OC)c2)cc1OC
→ -45*	-73*	-34*	-33*	-69*	nt	-77*	-21*	-98*
- CC(=O)Nc1ccc(C(=O)/C=C/c2ccc(N(C)CCOS(=O)(=O)c3ccc(C)cc3)cc2)c(O)c1
→ 98	83	118	136	73	66	86	75	83
- CC1=C(C)C(=O)N(Cc2ccccc2)C(c2cn(-c3ccccc3)nc2C)O1 (stereo not drawn)
→ 96	110	92	122	nt	94	97	97	72
- O=c1oc2c(O)cc(O)cc2cc1-c1ccccc1
→ 101	87	85	96	97	90	102	99	78
- Cn1cc(-c2nc(-c3cccnc3)cs2)c2cc(F)ccc21
→ 87	103	nt	91	92	101	96	97	100
- Cc1nn(-c2ccc(Cl)cc2)c2c1C(c1ccc(Br)cc1)C(C#N)=C(N)O2 (stereo not drawn)
→ 102	121	nt	122	99	84	93	103	79
- Fc1ccc2c(c1)CC1C[C@@H](/C=C/c3ccccc3)N2O1 (stereo partly drawn)
→ 99	104	92	109	103	88	104	96	70
- NS(=O)(=O)c1ccc(C(=O)N=Nc2c(O)[nH]c3ccc(Cl)cc23)cc1
→ 102	109	75	115	100	93	107	95	84
- CN1C(=O)N(C)C2C1NN=c1s/c(=C\C=C\c3ccccc3)c(=O)n12 (stereo not drawn)
→ 71	78	nt	80	64	46	64	83	70
- COc1ccc(OC)c(/C=C/C(=O)c2ccc(NC(=O)COc3cccc4cccnc34)cc2)c1
→ 79	97	nt	162	86	91	90	82	78
- COc1ccc2nc3ccccc3c(NCCNCCO)c2c1
→ 3.9*	-63*	-60*	-13*	6.9*	6.3*	-27*	1.8*	-7.4*
- CS(=O)(=O)c1ccc(-c2[nH]c3ccc(F)cc3c2/C=N/N=C(N)N)cc1
→ 100	93	115	111	92	73	79	96	69
- CC1CN=C(c2ccc(NC(=O)c3ccc(C(=O)Nc4ccc(C5=NCC(C)N5)cc4)cc3)cc2)N1 (stereo not drawn)
→ 97	137	105	113	121	76	117	108	96
- O=C(O)CCn1c(O)c(N=Nc2cccc3c2C(=O)c2ccccc2C3=O)sc1=S
→ 103	106	116	122	97	111	103	96	94
- COc1cccc(/C=C2/C[C@]3(C)[C@H]4CC[C@@H]5[C@@H](C(=O)/C=C/c6cccc(OC)c6)CC[C@@]5(C)[C@]4(C)CC[C@H]3C(C)(C)C2=O)c1
→ 111	101	103	130	97	78	101	91	82
- FC(F)(F)c1cc(CNc2ncc(Br)c(Cl)n2)cc(C(F)(F)F)c1
→ 90	86	97	98	nt	nt	104	100	83
- COc1cc(/C=C/C(=O)/C=C(O)/C=C/c2ccc(OC(=O)C(C)c3ccc(CC(C)C)cc3)c(OC)c2)ccc1O (stereo not drawn)
→ 90	95	116	95	85	85	92	93	55
- O=[N+]([O-])c1cnccc1-n1nnc2ccccc21
→ 111	112	96	96	92	87	99	78	78
- Cc1cccc2cc(C(c3nnnn3Cc3ccc4c(c3)OCO4)N3CCN(C)CC3)c(=O)[nH]c12 (stereo not drawn)
→ 106	118	115	126	105	101	107	117	106
- c1ccc2c(c1)ncn2-c1ccnc(NCCc2ccncc2)n1
→ 85	72	nt	83	83	59	63	98	74
- CCCOP(=O)(OCCC)OCC1OC(n2ccc(N)nc2=O)C(O)C1O (stereo not drawn)
→ 103	104	100	97	102	95	107	102	87
- C/C(=N\NC(=O)CSc1nc2sc3c(c2c(=O)n1-c1ccccc1)CCC(C)C3)c1ccc(Br)cc1 (stereo not drawn)
→ 99	43	nt	116	99	80	93	96	85
- OCc1cc(CN2CCCCC2)c(O)c2ncccc12
→ 58	74	92	31	41	13	21	60	18
- COc1ccc(Cn2cc(C(=O)Nc3cccnc3Nc3ccccc3)nn2)cc1
→ 94	103	117	95	100	88	105	87	71
- COc1cc(-c2csc(NC(=O)c3ccc4c(c3)OCCO4)n2)cc(OC)c1OC
→ 81	90	98	90	92	82	75	nt	60
- NC1C2CN(c3cnc(C(=O)Nc4cc(F)cc5cccnc45)cn3)CC12 (stereo not drawn)
→ 96	90	65	114	95	75	49	81	61
- CCCCN(CCCC)c1ccc(C(=O)O)cc1
→ 99	105	98	86	100	103	105	98	83
- CCSc1nnc2c(/C=C/c3ccccc3O)nc3ccccc3n12
→ 72	44	71	107	73	39	52	65	39
- C[C@@H]1OC(=O)c2c(O)cccc2[C@@H]1O
→ 98	99	nt	92	93	98	101	97	88
- O=C(O)C(O)c1ccc(Br)cc1 (stereo not drawn)
→ 99	128	95	99	104	101	111	103	87
- O=C1C(Cl)=C(NCCO)C(=O)c2ccccc21
→ 114	136	113	127	100	107	101	94	84
- CCc1c2c(nc3ccc(OCc4ccc(B5OC(C)(C)C(C)(C)O5)cc4)cc13)-c1cc3c(c(=O)n1C2)COC(=O)[C@]3(O)CC
→ 11	-26*	-40*	40	-8.1*	-1.8*	-10.0*	3.2*	-13*
- Cc1cc(=O)n2n1-c1ccc3ccccc3c1NC2c1ccc2c(c1)OCO2 (stereo not drawn)
→ 97	103	104	118	96	85	93	93	57
- Oc1ccc(N=Nc2ccc(N=Nc3ccccc3)cc2)cc1
→ 38	98	nt	49	52	nt	31	57	16
- CN(C)CCCn1c(=O)c2ccccc2c2cnc3[nH]ccc3c21
→ 15	5.6*	nt	8.8*	8.3*	23	-1.6*	10	0.9*
- CCCCCc1ccc(S(=O)(=O)Nc2cc(-c3csc(NC)n3)ccc2N2CCN(C)CC2)cc1
→ 101	97	107	96	96	94	108	106	79
- CC1(C)CN=C(Cc2ccccc2)NC1
→ 101	118	99	93	94	106	101	97	81
- Cc1nc2c(N)nn(C)c2nc1C
→ 107	105	86	104	116	105	106	97	93
- CCCCCCCCCCCCCCNC1=CC(=O)c2c(C(=O)OC)c(C)nc(C)c2C1=O
→ 90	94	98	104	71	74	70	77	58
- CNc1oc(Cc2ccccc2Cc2nc(C#N)c(NC)o2)nc1C#N
→ 103	113	103	121	105	91	102	102	87
- Clc1ccc(C2=Nn3c(N/N=C/c4ccsc4)nnc3SC2)cc1
→ 98	80	96	103	94	82	100	97	78
- O=C1Cc2cccc(=O)c(O)c2C(=O)O1
→ 103	104	88	93	105	97	97	107	85
- Cc1cc2c(C(C)C)c(O)c(O)c(C(=O)C(=O)Nc3ccc(C(C)(C)C)cc3)c2c(O)c1-c1c(C)cc2c(C(C)C)c(O)c(O)c(C(=O)C(=O)Nc3ccc(C(C)(C)C)cc3)c2c1O
→ 101	105	86	95	88	101	107	98	94
- Cc1ccc(N2COc3ccc4ccccc4c3C2)cc1
→ 88&110	107&118	99&109	118&98	101&101	85&80	87&93	98&99	59&70
- CCOC(=O)Cn1c(=O)c2c(c3ccccc3n2C)n2nnc(-c3ccccc3)c12
→ 104	108	127	120	107	97	97	118	75
- COc1ccc(/C(C)=N/Nc2ccc([N+](=O)[O-])cc2[N+](=O)[O-])cc1
→ 100	118	102	115	98	102	103	101	81
- CCCCCCCCCCSc1n[nH]c(=S)s1
→ 103	109	99	104	109	104	108	94	75
- O=C(Oc1ccccc1-c1ccccc1)c1ccccc1C(=O)c1ccccc1
→ 89	94	64	103	86	74	85	101	62
- CCN(CC)c1cc(/C=C/c2ccc(Cl)cc2)nc2cc(Cl)c(Cl)cc12
→ 89	91	84	84	96	80	93	82	77
- CN1CCN(c2ccc3nc(-c4cc(C(C)(C)C)c(O)c(C(C)(C)C)c4)[nH]c3c2)CC1
→ 55	nt	91	91	17	69	87	88	61
- ICI
→ 103	110	110	103	95	94	99	109	95
- N#CSc1c[nH]c2ccc(/C=C/C(=O)/C=C(/C=C/c3ccc4[nH]cc(SC#N)c4c3)OB(F)F)cc12
→ -47*	-64*	69	-0.4*	-27*	-71*	-86*	-38*	-99*
- CC(=O)NC(C)c1c(OC(C)=O)ccc2ccccc12 (stereo not drawn)
→ 101	107	90	94	96	nt	101	95	83
- O=C(c1ccccc1)C(NCCO)c1ccccc1 (stereo not drawn)
→ 87	100	105	88	90	98	95	100	83
- COc1cccc(C=C2C(=O)NC(=O)NC2=O)c1O
→ 99	101	80	105	96	93	102	104	94

More results follow.
Every second line gives: 786-0	RXF 393	A498	TK-10	U251	CAKI-1	ACHN	SN12C	UO-31
- N#CC(CCCN1CCCCC1)(c1ccccc1)c1ccccc1
→ 99	93	102	96	98	96	109	91	87
- O=C(O)/C=C/C(=O)Nc1cccc2c1Cc1ccccc1-2
→ 103	111	89	99	85	93	95	97	66
- CC1CC(=O)c2cc(-c3ccccc3)oc2C1 (stereo not drawn)
→ 94	115	94	102	96	112	103	98	95
- N#Cc1csc(CCNC(=O)c2ccccc2)n1
→ 100	103	87	111	106	98	116	106	105
- NC(N)=N/N=C(/c1ccccc1)c1ccc2nc(-c3ccc(Cl)cc3)[nH]c2c1
→ 62	110	58	83	89	74	87	84	59
- CC1=NN(c2ccc(S(=O)(=O)O)cc2)C(=O)C1
→ 93&115	75&119	106&109	108&109	101&103	80&104	93&109	122&101	84&96
- Nc1cc(N)c2nc(NCCc3ccc(Cl)c(Cl)c3)cnc2c1
→ 37	51	88	99	7.5*	133	63	16	56
- CC(=O)Nc1c(Cl)cc2c(c1Cl)Cc1cc([N+](=O)[O-])ccc1-2
→ 78	104	89	nt	89	nt	79	97	86
- NS(=O)(=O)c1ccc(-n2cc(-c3cccc(NC(=O)c4cccc(C(F)(F)F)c4)c3)nn2)cc1
→ 95	92	123	107	111	96	99	101	86
- CCOC(=O)CNC(=O)Nc1ccc2c(ccn2C(=O)c2cccc(F)c2)c1
→ 98	99	92	95	101	89	101	104	88
- CCC1(CC)C(=O)NC(=O)NC1(OC)OC
→ 106	99	104	97	108	nt	104	95	90
- CN(C)CCN1c2ccccc2Sc2ccc3ccccc3c21
→ 88	92	98	127	84	102	85	88	82
- O=C(Nc1ccccc1Cl)c1ccc(Cl)cc1
→ 96	123	78	108	96	95	96	98	76
- CCOC1=NC(=C(c2ccccc2)c2ccccc2)OC1=O
→ 114	106	96	118	102	97	98	111	86
- CC1=N/C(=C/c2ccccc2)C(=O)O1
→ 101	105	101	113	99	92	97	101	85
- CC(=O)OCC(CCn1ccc(=O)[nH]c1=O)COC(C)=O
→ 94	95	71	107	93	89	91	94	78
- Cc1cccc2c1CCCC2=O
→ 106	110	100	106	117	108	104	99	83
- CN1C2CCC1CN(c1cnc(C(=O)Nc3cc(F)cc4cccnc34)cn1)C2
→ 52	nt	75	77	64	47	24	51	28
- Cn1cccc1C(=O)C1C(c2ccc(Cl)cc2)C2CCCN2C12C(=O)Nc1ccc(Cl)cc12 (stereo not drawn)
→ 100	105	82	119	85	68	84	86	68
- CCCCn1cnc2c(=O)[nH]c(N)nc21
→ 99	108	101	88	97	nt	110	96	90
- N#CC(C#N)N=Nc1ccc(C(=O)O)cc1
→ 102	97	94	99	102	89	105	103	95
- Nc1[nH]c(=O)nc2oc(-c3ccccc3)c(-c3ccccc3)c12
→ 97	98	82	100	98	80	95	101	72
- Clc1cccc(Cl)c1COc1ccc(Nc2ncnc3onc(-c4ccccc4)c23)cc1
→ 81	82	73	92	85	87	71	75	99
- CC1=C(C)C[C@@]2(Cc3c(C)cccc3C2=O)S(=O)C1 (stereo partly drawn)
→ 98	104	94	110	nt	93	52	75	68
- O=C1/C(=C/c2cn(-c3ccccc3)nc2-c2cccc([N+](=O)[O-])c2)SC(=S)N1Cc1ccc2c(c1)OCO2
→ 103	132	96	101	104	101	107	105	96
- O=C(COc1ccc(/C=C2\C(=O)Nc3cc(Cl)ccc32)cc1)Nc1ccc(F)cc1
→ 101	83	96	116	92	65	75	85	60
- CCN(CC)CCCC(C)Nc1cnc(C(=O)Nc2cccc3ccc(OC)nc23)cn1 (stereo not drawn)
→ 73	46	46	91	56	95	-86*	78	69
